APP 5'UTR act – activators of APP 5'UTR luciferase reporter, primary screen, SH-SY5Y cells | SH-SY5Y APP 5'UTR luciferase reporter, luminescence; zero percent = DMSO vehicle wells | activation, % at 2 µM | hit rate 1% among 190,000 | AID 1276, 2008;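 active means activation above a set limit, based on mean plus 3 SD of controls, cut at about 140% in these data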; further: values of inactives mirror those of a sister screen read the other way
bIAP activator – bovine intestinal alkaline phosphatase activators, primary screen, biochemical, bovine IAP, CDP-star luminescence; alkaline phosphatase, intestinal [Bos taurus]; purified bovine IAP, 30 min; hits give high values; fold of DMSO-control signal, blank-subtracted; activation factor at 20 µM; hit rate 0.17% among 200,000; AID 1016, 2008;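 active means activation factor of 2 or more at 20 µM, a signal rise over negative controls twice the positive control's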
FLuc inhib CS – firefly luciferase enzyme inhibitors, primary screen, artefact control for luciferase-based inhibitor screens, biochemical, luminescence, ATPLite; Luciferin 4-monooxygenase (Photinus pyralis), P08659; 10 min; inhibition, % at 10 µM; hit rate 1.5% among 200,000;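 active means inhibition above about 50% when tested at 10 µM, limit read from the data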
Target sequence (P08659 whole entry, looked up): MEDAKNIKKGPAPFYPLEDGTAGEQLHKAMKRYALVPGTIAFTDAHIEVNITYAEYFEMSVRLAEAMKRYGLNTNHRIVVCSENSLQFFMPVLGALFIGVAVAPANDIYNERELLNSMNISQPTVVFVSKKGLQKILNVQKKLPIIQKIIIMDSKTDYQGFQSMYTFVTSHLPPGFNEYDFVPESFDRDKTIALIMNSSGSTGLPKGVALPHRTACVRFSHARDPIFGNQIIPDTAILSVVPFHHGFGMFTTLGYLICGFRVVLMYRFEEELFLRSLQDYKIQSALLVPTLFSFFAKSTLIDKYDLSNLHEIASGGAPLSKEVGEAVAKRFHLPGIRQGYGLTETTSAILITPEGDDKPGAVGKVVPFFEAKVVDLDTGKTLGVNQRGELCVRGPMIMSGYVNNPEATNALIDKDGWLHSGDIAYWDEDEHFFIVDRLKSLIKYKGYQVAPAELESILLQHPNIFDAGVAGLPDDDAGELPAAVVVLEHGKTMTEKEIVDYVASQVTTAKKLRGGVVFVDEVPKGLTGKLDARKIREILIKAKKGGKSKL
TNAP inh hiacc – human TNAP enzyme inhibitors, primary screen, biochemical, luminescent, high phosphate acceptor level, uHTS; hit rate 0.03% among 200,000; inhibition, % at 20 µM; purified TNAP, CDP-star luminescence, 1 M DEA; AID 1135, 2008;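 active means over 50% inhibition of tissue-nonspecific alkaline phosphatase at 20 µM in the single-dose screen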;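 further: plate controls were DMSO wells for no effect and EDTA-quenched wells as full inhibition for full effect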
Target sequence (P05186 whole entry, looked up): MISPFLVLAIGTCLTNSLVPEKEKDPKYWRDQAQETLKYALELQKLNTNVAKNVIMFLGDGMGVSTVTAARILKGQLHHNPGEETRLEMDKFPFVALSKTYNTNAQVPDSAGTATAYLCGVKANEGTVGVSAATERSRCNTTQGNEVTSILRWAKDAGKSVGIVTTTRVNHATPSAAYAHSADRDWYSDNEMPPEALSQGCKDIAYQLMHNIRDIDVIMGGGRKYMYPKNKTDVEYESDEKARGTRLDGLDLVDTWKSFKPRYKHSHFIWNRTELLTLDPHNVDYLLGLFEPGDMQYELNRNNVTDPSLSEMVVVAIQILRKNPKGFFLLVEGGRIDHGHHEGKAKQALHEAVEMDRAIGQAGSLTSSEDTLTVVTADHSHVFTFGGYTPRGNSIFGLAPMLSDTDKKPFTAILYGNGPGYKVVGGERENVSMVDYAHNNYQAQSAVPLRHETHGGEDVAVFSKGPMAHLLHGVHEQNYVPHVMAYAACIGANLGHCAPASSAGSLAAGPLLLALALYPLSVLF
TNAP inh no acc – human TNAP enzyme inhibitors, primary screen, biochemical, luminescent, no phosphate acceptor, uHTS; Alkaline phosphatase, tissue-nonspecific isozyme (Homo sapiens), P05186; purified TNAP, CDP-star luminescence, 30 min; inhibition, % at 20 µM; hit rate 0.26% among 200,000;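 active means tissue-nonspecific alkaline phosphatase inhibition above about 50% at 20 µM in the single-dose screen, limit read from the data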;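 further: 0% = DMSO negative control and 100% = EDTA positive control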
PMI act – activators of human PMI, primary screen, biochemical, fluorescence intensity, near-Km mannose 6-phosphate. purified human PMI, coupled resazurin fluorescence, 20 min; hits give high values; 1 = vehicle control, 0 substrate-free wells. activation factor at 20 µM. hit rate 0.005% among 190,000. AID 1214, 2008;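 active means activation factor of 2 or more at 20 µM, relative to plate controls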
PMI act hi M6P – human PMI activators, high substrate, primary screen, biochemical, fluorescence intensity, near-saturating mannose 6-phosphate; hit rate 0.34% among 190,000; AID 1216, 2008; Mannose-6-phosphate isomerase (Homo sapiens), P34949; coupled PMI enzyme assay, resazurin fluorescence, 20 min; hits give high values; 1 = untreated enzyme, 0 = substrate-free blank; activation factor at 20 µM;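 active means activation factor of 2 or more at 20 µM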
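assay system = human phosphomannose isomerase with PGI, G6PDH, diaphorase coupling enzymes | quantity = 15 ng/mL PMI | incubation = enzyme reaction with compound 20 min at room temperature | medium = HEPES pH 7.4 buffer with MgCl2 and Tween-20 | compound dosing = one concentration, 20 µM, in 1% DMSO | measured by = Diaphorase-driven resazurin-to-resorufin fluorescence, excitation 544, emission 590 nm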
FLuc act counter – FLuc activators, initial screening, artefact control for FLuc-dependent activation tests, biochemical, ATPlite luminescence; ATPlite luciferase biochemical, 10 min; 0 = ATP-free wells, 1 = DMSO control; activation factor at 10 µM; Luciferin 4-monooxygenase (Photinus pyralis), P08659; 200,000 tested, under 10 active;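 active means luciferase activation factor, scaled between plate controls, of at least 2 with compound at 10 µM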
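Assay system – cell-free luciferase reagent · Medium – PBS-based ATP solution · Dosing – test compounds dosed from 2 mM stocks in 100% DMSO · Timing – 10 min, room temperature · Technique – light output (luminescence) · Measure – luminescence gain marking luciferase activators · Controls – No-ATP low control, compound-free enzyme-plus-ATP high control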
TNAP act hiacc – TNAP activators at high phosphate acceptor level, primary screen, biochemical, luminescence, uHTS; Alkaline phosphatase, tissue-nonspecific isozyme (Homo sapiens), P05186; purified TNAP, CDP-star luminescence, 1 M DEA, 30 min; hits give high values; 0 = EDTA background, 1 = DMSO-only activity; activation factor at 20 µM; 200,000 tested, under 10 active; AID 1136, 2008;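 active means activation factor at least 2 at 20 µM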
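Assay system: human TNAP; Input: enzyme diluted 1/800 final; Reagent: CDP-star luminogenic substrate at 100 µM final; Timing: 30 min, room temperature; Signal: luminescence; Evaluation: TNAP activation factor scaled between EDTA and DMSO control wells.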
NF-kB neuron act – activators of NF-kB expression in neurons, primary screen, cell-based, HTS | human neuronal cells, NF-kB reporter expression; hits give high values | fold change at 12.5 µM | hit rate 1.6% among 190,000 | AID 1239, 2008; in the data active means fold change above about 3.3
Starred values were filed as active, the others as inactive; . = not tested or not shown.

SMILES	APP 5'UTR act	bIAP activator	FLuc inhib CS	TNAP inh hiacc	TNAP inh no acc	PMI act	PMI act hi M6P	FLuc act counter	TNAP act hiacc	NF-kB neuron act
O=C(COc1cc(F)ccc1[N+](=O)[O-])NCCCc1ccccc1	-6	1	-3	-1	-6	1	1	1	1	0.85
CCS(=O)(=O)N1CCC(C(=O)NCc2ccccc2OC)CC1	.	0.9	-6	-4	-14	1	1	1.1	1	1
O=C(CN1C(=O)CCC1=O)Nc1ccc(S(=O)(=O)N2CCOCC2)cc1	0	0.7	-5	-4	-13	1	1	1.1	1	1.3
O=C(Cn1cc2c(n1)CCCC2)NCc1cccc(Cl)c1	-3	0.9	-4	-4	-4	0.9	0.9	1	1	1.1
COc1ccc(-c2cc(C(F)(F)F)nc(SCC(=O)NCc3ccco3)n2)cc1OC	-14	1	-2	1	-1	1.2	1.2	1	1	1.1
CC(=O)Cc1nsc(NC(=O)c2c(-c3ccccc3Cl)noc2C)n1	-5	1	-17	-4	-4	1	1.1	1.2	1	1.5
CCCC(=O)Nc1sc(Cc2ccccc2)c(C)c1C(N)=O	-17	1	1	-7	-8	0.5	0.7	1	1.1	1.1
Cc1ccc(CNC(=O)CCc2c(C)nc3c(c(C)nn3-c3ccc(C)cc3)c2C)cc1	13	1	-3	-6	-35	0.9	1	1	1.1	0.99
O=C(NCCCCCCNC(=O)OC1CCS(=O)(=O)C1)OC1CCS(=O)(=O)C1 (stereo not given)	-28	0.9	-3	-10	-16	1.1	1.1	1	1.1	1
Cc1csc(SCC(=O)Nc2cccc3nsnc23)n1	-11	0.8	4	5	-7	0.9	0.9	1	1	1.4
O=C1c2ccccc2C(=O)C1c1ccnc2ccccc12	146*	0.9	91*	1	-8	1.1	1	0.1	1	.
CCCS(=O)(=O)c1c(S(=O)(=O)CCC)c2c(N)cccn2c1C(=O)OC	6	1	-1	-1	-6	1.4	1	1	1	.
CCOC(=O)c1ccc(NC2=CC(=O)C(=O)c3ccccc32)cc1	-7	0.7	-3	-2	12	0.8	0.4	1	1	2.3
O=C(c1ccc(Cl)c(Cl)c1)N1CCOCC1	0	0.9	-6	-2	-7	1	1	1.1	1	0.96
CCC(Sc1nc2cc(OC)c(OC)cc2c(=O)n1CCc1ccc(S(N)(=O)=O)cc1)C(=O)NCCOC (stereo not given)	3	1.1	-3	-1	-10	1	1	1	1	0.89
N#C/C(=C/c1ccc(N2CCCCCC2)o1)c1cccc(F)c1	-3	0.3	6	9	-31	0.7	0.8	0.9	0.9	1.4
COc1cccc(-n2c(C)c3c(OC)cccc(=O)c3c2C)c1	2	0.9	-6	-3	-12	0.8	0.4	1.1	1	0.92
CC(C)n1c(Nc2ccccc2)nc2ccccc21	16	0.8	6	2	-8	1	1	0.9	1	0.91
CCCC(=O)NCCc1nc2ccccc2n1CC(=O)c1ccccc1	-20	1	-6	0	0	0.9	1	1.1	1	1.4
O=C1CCCN1CC(CN1CCOCC1)Sc1nc2ccccc2c(=O)n1-c1ccccc1 (stereo not given)	.	1	-7	-2	-12	1.3	1.3	1.1	1	.
COc1ccc(-c2cc(C(F)(F)F)n3ncc(C(=O)Nc4c(C)n(C)n(-c5ccccc5)c4=O)c3n2)cc1	-19	1.1	-5	-2	-5	.	.	1.1	1	1.3
C=CCn1c(SCC(=O)NC)nc2sc3c(c2c1=O)CCC3	-6	0.7	1	4	-2	0.9	0.9	1	1	1.1
c1ccc(N2CCN(c3ccccc3)C2c2cccnc2)cc1	10	1.1	-4	-2	-9	0.9	0.9	1	1	1.6
N#Cc1nc(-c2ccco2)oc1N1CCOCC1	-5	0.9	-3	-1	-8	1	0.8	1	1	1.2
CC(=O)c1n[nH]nc1NC(=O)c1ccccc1	9	0.9	0	-1	-7	0.9	1	1	1	0.81
SMILES	APP 5'UTR act	bIAP activator	FLuc inhib CS	TNAP inh hiacc	TNAP inh no acc	PMI act	PMI act hi M6P	FLuc act counter	TNAP act hiacc	NF-kB neuron act
COC(=O)CNC(=O)C1CCN(c2nc(C)cc(C)n2)CC1	0	1	-4	-4	-9	1	1.1	1	1	1.3
COc1ccc(N2CCN(C(=O)CCCCCn3c(=O)[nH]c4ccsc4c3=O)CC2)cc1	-42	0.9	-6	-5	-16	1	1	1.1	1	0.74
CN1c2ccccc2C(C)(C)C12CCCC(=O)N2 (stereo not given)	-4	1	7	5	2	1.4	2*	0.9	0.9	0.89
O=c1cc(CSc2nnc(COc3ccc(Cl)cc3)o2)c2ccccc2[nH]1	14	1	-2	-2	-10	0.8	0.8	1	1	0.77
COc1ccccc1NC(=O)Nc1ccc(C(N)=O)cc1	19	1	6	-5	-2	1.1	1.1	0.9	1.1	1.1
COc1ccc(C2=NOC(C(=O)Nc3cccnc3Cl)C2)cc1 (stereo not given)	-9	1	-1	-8	-6	1.1	1.1	1	1.1	1.2
CCCCNC(=O)n1c(=O)oc2ccc(Cl)cc21	-6	1	-5	1	22	1	1	1	1	0.98
COc1cc(/C=C/c2ccc3cccc([N+](=O)[O-])c3n2)ccc1OCC#N	-1	0.9	-7	-5	-7	1	1	1.1	1.1	1.1
O=C(Nc1ccc(F)cc1)Nc1ccccc1F	58	1.1	12	-6	-4	1	1	0.9	1.1	1
COc1ccc2cc(-c3cc(C(=O)OCC(=O)NC4CCS(=O)(=O)C4)c4ccccc4n3)ccc2c1 (stereo not given)	40	1	95*	-7	-5	1	0.8	0	1.1	2.4
O=C(NCC1CCCO1)C1CCCN1C(=O)Nc1ccc(Cl)c(Cl)c1 (stereo not given)	23	1	-5	-5	-14	.	.	1.1	1.1	1.5
CCN(CC)CCN1C(=O)c2ccccc2NC1c1ccc(F)cc1 (stereo not given)	2	1	-8	-3	-2	1	1	1.1	1	1.1
Cc1csc(NC(=O)CSc2nnnn2C)n1	2	1	-3	-2	-9	1	1	1	1	1.4
O=c1cc(N2CCCCC2)nc2n1CCCS2	2	0.9	2	-2	-4	0.9	0.9	1	1	1.1
CCN1/C(=C/c2ccc3cc(C)cc(C)c3[n+]2CC)Sc2cc(C)ccc21	-61	0.6	2	23	2	0.8	1.1	1	0.8	0.92
CCCN(CCC)CCNC(=O)C1CCN(Cc2nc(-c3ccc(Cl)cc3)oc2C)CC1	-16	1.2	-9	-3	-1	1.1	1.1	1.1	1	0.66
O=C(Nc1ccc(S(=O)(=O)NCc2ccco2)cc1)C1CCCCC1	11	1.1	-5	-2	-3	0.9	0.9	1	1	0.99
COc1cc(C(=O)OCC2CC(c3ccccc3)=NO2)cc(OC)c1OC (stereo not given)	3	0.9	-8	-7	-6	1	0.9	1.1	1.1	1.1
O=C(c1ccc(C#CC2(O)CCCCC2)cc1)N1CCN(C(c2ccccc2)c2ccccc2)CC1	-4	1.1	-4	-4	-5	0.7	0.8	1	1	1.3
CCN1CCN(CCOc2cccc(Oc3ccccc3)c2)CC1	-16	1	-5	-7	-10	1	1	1.1	1.1	1.1
CCOc1ccc(-c2nnc(N)o2)cc1	-2	0.9	6	0	-7	1	1	0.9	1	1.6
O=C(C1CCCCC1)N1CCN=C1SCc1cccc([N+](=O)[O-])c1	2	1	-7	-4	-4	1	1	1.1	1	1.1
O=c1oc2cc(Oc3ccc(C(F)(F)F)cc3[N+](=O)[O-])ccc2c2c1CCCC2	3	0.6	-10	0	-2	1.1	1.1	1.1	1	1
O=C(CSc1nnc(-c2ccccc2)o1)NC1CCCCC1	-18	0.9	-1	-2	-14	1	1	1	1	0.97
Cc1cc(OC(=O)c2ccccc2)c([N+](=O)[O-])c(=O)[nH]1	-15	0.9	0	-4	-10	1.3	1.2	1	1	0.82
SMILES	APP 5'UTR act	bIAP activator	FLuc inhib CS	TNAP inh hiacc	TNAP inh no acc	PMI act	PMI act hi M6P	FLuc act counter	TNAP act hiacc	NF-kB neuron act
CCOc1cc2[nH]c(=O)n(CCCC(=O)N(C)Cc3ccccc3)c(=O)c2cc1OCC	1	1	-4	-4	-10	1	1.1	1	1	1
O=C(CNS(=O)(=O)c1ccccc1)Nc1ccc2c(c1)OCO2	1	1.2	0	0	-4	1	0.9	1	1	1.3
CCOC(=O)C1=C(O)CCn2c1nc1ccccc12	15	0.9	-1	-7	-14	0.9	0.9	1	1.1	1.2
Cc1ccc(S(=O)(=O)NNC(=O)Cc2cccn2C)cc1	-6	1.1	-5	-1	-7	1.1	1.1	1	1	1
COc1cc(OC)nc(NC(=O)COC(=O)c2cccc(Cl)c2)n1	-12	1.2	-2	0	-4	1.1	1.1	1	1	0.95
O=C(COC(=O)COc1ccc(Br)cc1)Nc1cccnc1Cl	2	1	-4	-2	-10	0.9	1	1	1	0.96
CCC(C)(C)c1nnc(NC(=O)c2cccc([N+](=O)[O-])c2)s1	15	1	5	-6	1	1.1	1.1	0.9	1.1	1.7
Cc1ccc(SCC(=O)NC(C)(C)C)cc1	7	1	-5	0	-6	0.9	0.8	1.1	1	1.2
Cc1ccc2nc(SCC(=O)NNC(=O)c3ccccc3)[nH]c2c1	-3	1	0	0	-178	0.8	0.9	1	1	1.1
COCCCNC(=S)Nc1cccc(S(=O)(=O)NC2=NCCC2)c1	3	1	-11	-6	-12	1.1	1.2	1.1	1.1	1.3
COc1cccc(OC)c1C(=O)OCC(=O)Nc1ccc(OC(F)(F)F)cc1	.	1	-2	-13	-7	0.9	1	1	1.1	0.97
NC(=O)[C@H](Cc1cc2ccccc2s1)NC(=O)[C@@H]1CC2(CC(c3cccc(NC(=O)[C@@H]4CCC(=O)N4)c3)=NO2)CN1C(=O)/C=C/Sc1ccccc1 (stereo not given in full)	16	0.9	-9	-6	-1	1	0.9	1.1	1.1	0.99
Cc1cc2nnc(SCCCCN3C(=O)c4ccccc4C3=O)n2c2ccccc12	-2	1	-4	0	0	0.9	0.9	1	1	0.81

Entries of single compounds as entered above. Order of screens: APP 5'UTR act | bIAP activator | FLuc inhib CS | TNAP inh hiacc | TNAP inh no acc | PMI act | PMI act hi M6P | FLuc act counter | TNAP act hiacc | NF-kB neuron act
COCCCNC(=S)Nc1cccc(S(=O)(=O)NC2=NCCC2)c1 is entered as 3 | 1 | -11 | -6 | -12 | 1.1 | 1.2 | 1.1 | 1.1 | 1.3
Cc1ccc2nc(SCC(=O)NNC(=O)c3ccccc3)[nH]c2c1 is entered as -3 | 1 | 0 | 0 | -178 | 0.8 | 0.9 | 1 | 1 | 1.1
CCC(C)(C)c1nnc(NC(=O)c2cccc([N+](=O)[O-])c2)s1 is entered as 15 | 1 | 5 | -6 | 1 | 1.1 | 1.1 | 0.9 | 1.1 | 1.7
COc1cc(OC)nc(NC(=O)COC(=O)c2cccc(Cl)c2)n1 is entered as -12 | 1.2 | -2 | 0 | -4 | 1.1 | 1.1 | 1 | 1 | 0.95

Bioassay records (PubChem)
